Screening data (PubChem BioAssay)
Tn6 DDE FP – inhibitors of Tn6 peptide binding to human fibrin DD(E); P02675; Fibrin DD(E) TRITC-Tn6 fluorescence polarization displacement; inhibition, % at 8.3 µM; actives 0.21% (n = 370,000);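 active = inhibition above a per-campaign cutoff: mean of compounds within control limits plus 3 SD, cut at about 15% in these data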;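 note: 0% = median of all compound wells on the plate and 100% = blocking peptide control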
Target sequence (P02675 whole entry, looked up): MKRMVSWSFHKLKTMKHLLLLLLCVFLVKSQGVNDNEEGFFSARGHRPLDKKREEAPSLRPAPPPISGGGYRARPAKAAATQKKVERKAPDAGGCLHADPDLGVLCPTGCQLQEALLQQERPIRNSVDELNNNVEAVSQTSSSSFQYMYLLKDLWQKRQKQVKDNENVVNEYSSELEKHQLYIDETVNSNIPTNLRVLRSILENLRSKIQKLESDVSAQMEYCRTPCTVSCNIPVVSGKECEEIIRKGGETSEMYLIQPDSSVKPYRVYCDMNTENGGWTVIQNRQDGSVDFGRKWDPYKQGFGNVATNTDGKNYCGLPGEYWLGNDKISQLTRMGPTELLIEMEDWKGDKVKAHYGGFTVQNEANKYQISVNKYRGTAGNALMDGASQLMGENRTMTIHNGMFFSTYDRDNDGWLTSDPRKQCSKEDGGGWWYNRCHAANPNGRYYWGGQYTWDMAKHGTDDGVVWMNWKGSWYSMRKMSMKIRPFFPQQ
sPLA2-III inh – Inhibits HGIII-sPLA2 liposome hydrolysis, primary screen. QFRET BODIPY PC-A2 liposome hydrolysis, fluorescence. inhibition, % at 12.2 µM. actives 0.56% (n = 370,000). AID 743126;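 active = inhibition above mean plus 3 SD of compounds lying within the high and low control bounds, cut at about 19% in these data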;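 note: 0% = median of test compound wells and 100% = no enzyme DMSO wells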
KLK7 zymogen act – activates the human kallikrein-7 zymogen; purified proKLK7, EDANS-DABCYL substrate fluorescence; 100% is mature enzyme control, 0% vehicle; activation, % at 7 µM; actives 0.9% (n = 370,000);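 active = activation above the mean of all tested compounds plus 3 SD, computed per campaign excluding outliers beyond control limits, cut at about 13% in these data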
PLC-gamma1 inh – blocks human PLC-gamma1 enzyme activity. P19174. purified PLC-gamma1, fluorogenic substrate, fluorescence. inhibition, % at 12.2 µM. actives 0.84% (n = 370,000). AID 720700; in the data active = inhibition above about 9.5%
PLCb3 inh – inhibitors of human phospholipase C beta3; actives 0.18% (n = 370,000); inhibition, % at 12.2 µM; Q01970; Purified PLC-beta3, fluorogenic substrate, fluorescence; in the data active = inhibition above about 11%;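 note: 0% = median of compound wells on plate and 100% = full blocker control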
DDE Tn7 FP inh – DD(E)-Tn7 binding inhibition, primary FP screen | P02675 | FP displacement of FITC-Tn7 peptide from fibrin DD(E); 0% = median of compound wells per plate | inhibition, % at 8.3 µM | actives 0.13% (n = 370,000) | AID 720508;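 active = inhibition above the mean of compounds falling within the control limits plus 3 SD of them, cut at about 14% in these data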;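 note: 0% = plate median of compound wells and 100% = 10 µM Aha-Tn7 peptide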
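System: human fibrin DD(E); quantity: Fibrin-DD(E) at 2 µM final; also added: fluorescent Tn7 probe at 0.1 µM; compound dosing: single nominal test concentration of 8.3 µM per compound; schedule: 10 min preincubation, 3 h with tracer, room temperature; detection: fluorescence polarization of the labelled Tn7 tracer; repeats: one replicate per compound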
ARFGAP1 inhibitor – inhibitors of rat ARFGAP1; Arfgap1-stimulated ARF1 GTP hydrolysis, GDP FP detection; inhibition, % at 16.5 µM; actives 0.26% (n = 360,000);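 active = inhibition above a per-plate limit, mean inhibition of low control wells plus 3 SD, cut at about 25% in these data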;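 note: 0% = DMSO wells with enzyme and 100% = wells lacking Arfgap1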
Target sequence (Q62848 1-136 limits assumed): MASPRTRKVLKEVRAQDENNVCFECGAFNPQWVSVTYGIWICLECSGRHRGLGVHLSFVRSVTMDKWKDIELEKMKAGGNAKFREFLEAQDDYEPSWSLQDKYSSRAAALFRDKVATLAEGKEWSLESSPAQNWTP
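Material: truncated rat Arfgap1 GAP domain; Incubation: compound-enzyme preincubation 20 min, reaction 120 min, detection 60 min, 25 °C; Read-out: percent inhibition of Arfgap1-stimulated GTP hydrolysis; Technique: FP, GDP Alexa 633 tracer displaced from anti-GDP antibody, 620/688 nm; Controls: No-Arfgap1 wells (100%) versus DMSO full-reaction wells (0%); Replication: single well per compound.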
NR1D1 modulator – modulates human Rev-erb alpha binding to DNA; P20393; Rev-erbα–FITC-DNA binding, fluorescence polarization, 90 min; activity, % at 10 µM; actives 0.79% (n = 370,000); AID 1259318;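 active = activity above about 14%, limit read from the data; passing the limit was not always enough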;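 note: 0% = DMSO wells with 35 nM protein and 100% = DMSO wells with 750 nM protein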
UHRF1 binding – human UHRF1 methylated DNA binding inhibitors. UHRF1 binding to methylated oligo, TR-FRET. AID 687016. inhibition, % at 4.4 µM. actives 0.75% (n = 370,000); in the data active = inhibition above about 21%;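 note: UHRF1 SRA domain binding a hemimethylated CpG hairpin DNA probe; 0% = median of test compound wells and 100% = reference inhibitor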
ASAP1 GAP inh – blocks human ASAP1-stimulated Arf1 GTP hydrolysis. AID 624377. actives 0.19% (n = 360,000). Q9ULH1. GDP FP detection. inhibition, % at 16.5 µM; in the data active = inhibition above about 25%;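 note: 0% = vehicle with enzyme and substrate and 100% = no enzyme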
Target sequence (Q9ULH1 325-724 limits assumed): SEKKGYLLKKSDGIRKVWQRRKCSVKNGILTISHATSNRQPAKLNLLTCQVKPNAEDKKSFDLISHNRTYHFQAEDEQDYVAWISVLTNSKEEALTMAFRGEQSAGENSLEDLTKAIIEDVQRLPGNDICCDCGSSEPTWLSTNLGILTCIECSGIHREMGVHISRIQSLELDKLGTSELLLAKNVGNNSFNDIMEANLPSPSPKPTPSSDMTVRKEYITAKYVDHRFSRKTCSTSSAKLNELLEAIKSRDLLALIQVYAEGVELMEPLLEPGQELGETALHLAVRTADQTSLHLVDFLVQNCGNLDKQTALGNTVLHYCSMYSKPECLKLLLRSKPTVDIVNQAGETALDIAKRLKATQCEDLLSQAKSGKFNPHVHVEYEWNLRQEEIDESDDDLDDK
An asterisk follows results filed as active; x = not tested or not shown; & = joins results of further samples.

SMILES	Tn6 DDE FP	sPLA2-III inh	KLK7 zymogen act	PLC-gamma1 inh	PLCb3 inh	DDE Tn7 FP inh	ARFGAP1 inhibitor	NR1D1 modulator	UHRF1 binding	ASAP1 GAP inh
O=C(CC1SCCNC1=O)Nc1ccc(Cl)cc1 (stereo not drawn)	-4	2	0.5	0	1	-6	-3	-1	-2	0
CCOC(=O)c1nnn(-c2nonc2N)c1-c1ccc(C)cc1	0	-9	-0.3	1	-1	-1	13	0	-1	4
CC(=O)c1cc(-c2ccccc2)n(CC(=O)Nc2cccc(C)c2)c1C	4	-2	0.5	4	0	1	5	3	6	-19
COc1ccc2c(c1)c1nc(SCC(C)C)n(CCO)c(=O)c1n2C	2	9	-1.1	-27	-32	9	0	-14	1	-2
COc1ccccc1C(=O)Nc1cc(C)ccc1NC(=O)c1ccco1	4	7	0.9	4	-6	2	9	-1	0	-2
CCCCCC(=O)N1CCN(S(=O)(=O)c2ccc3c(c2)OCCO3)CC1	3	3	0.4	4	4	-3	-8	4	4	12
CNC(=O)OCc1cccc(COC(=O)NC)n1	1	8	-0.5	0	1	0	-6	-3&-2	0	-1
CCC(C)(C(=O)NC1CCCC1)N(C(=O)CNC(=O)c1ccccc1)c1c(C)n(C)n(-c2ccccc2)c1=O (stereo not drawn)	-1	-2	-0.1	0	-4	4	5	-3	-2	4
Cc1cc2oc(=O)cc(CN(C)Cc3ccccc3)c2cc1C(C)C	0	0	0.1	-5	-9	-2	-10	8	1	1
CCOc1ccc(C=NNC(=O)c2ccc(-n3cnnn3)cc2)cc1	10	3	0.0	-9	-5	4	6	1	-1	5
COc1ccc(CCN2CC(C(=O)N(C)CC(=O)Nc3ccc(Cl)c(C(F)(F)F)c3)CC2=O)cc1OC (stereo not drawn)	-9	-15	0.2	6	-2	2	-3	-2	10	-12
O=C(O)c1cc(C2CC2)nc2ccccc12	4	2	-0.3	1	0	-1	-5	-2	0	2
CC(Sc1nnc(C(F)(F)F)n1C)C(=O)Nc1ccc(S(N)(=O)=O)cc1 (stereo not drawn)	4	8	1.2	1	-9	2	4	-1	1	8
COCCNC(=O)Cn1c(=O)n(CCC(=O)NCCc2ccccc2)c(=O)c2ccccc21	-4	-1	-0.2	0	1	8	9	0	0	-4
CCc1cc2cc(C(=O)Nc3ccc(C)cc3)sc2s1	-2	-4	0.2	-4	-4	7	2	45*	0	-20
COc1cccc(CN(C)C(=O)c2ccc(Cl)c(S(=O)(=O)N3CCCCCC3)c2)c1OC	-1	-12	0.4	0	-5	8	11	-2	-3	-3
CC(C)CNC(=O)C(=O)NN=C1CCCCCC1	4	2	0.1	0	-2	-5	13	-5	2	-3
COc1ccc(-c2nnc(SCC(=O)Nc3ccc(C)cc3)n2C)cc1	2	-6	-0.2	1	2	-3	-9	2	1	-6
COc1cc(NC(=O)COc2ccc(-n3cnnn3)cc2)cc(OC)c1OC	5	2	0.1	2	-2	-1	16	-6	-2	-1
COc1cc(NC(=O)CN2C(=O)C(=O)N(C3CCCC3)C2=O)cc(OC)c1	0	-5	-0.4	-1	1	0	0	8	0	1
CCCCn1c(-c2ccoc2C)n[nH]c1=S	3	13	0.5	4	3	1	-6	3	1	-10
O=C(Nc1cc([N+](=O)[O-])ccc1C(=O)Nc1cccnc1)c1ccccc1	-3	0	-0.3	-1	-6	0	4	-5	-2	-4
Cc1ccc(C(=O)Nc2nnc(-c3ccco3)o2)cc1	6	-1	-0.2	0	0	-2	-4	-4	-1	-3
Cn1c(SCc2ccccc2)nc2ccsc2c1=O	-7	-1	-0.5	-2	3	-3	6	0	-1	-6
O=C(Cn1c(=O)oc2ccccc21)Nc1ccc(Cl)cc1	-7	-7	-0.2	11*	-1	-6	-5	-7	0	-17
CC(=O)c1ccc(OCC(=O)Nc2c(C)nn(-c3ccccc3)c2C)cc1	4	8	0.7	3	-5	-5	15	-3	0	-11
COc1ccc(C)cc1NC(=O)CNC(C)C(=O)Nc1cc(Cl)ccc1Cl (stereo not drawn)	-3	-6	0.7	3	0	-5	8	-7	2	5
O=C(CN1C(=O)NC2(CCCC2)C1=O)NCc1ccc(Cl)cc1	-7	9	0.2	5	-8	-1	-3	10	-1	-3
CCn1cc(/C=C(\NC(=O)c2ccccc2OC)C(=O)N2CCOCC2)c2ccccc21	1	4	1.6	-46	-59	-2	0	-1	1	0
CC1CCCCC1NC(=O)COC(=O)c1ccc2ccccc2n1 (stereo not drawn)	-8	6	-1.0	-1	-13	2	-1	2	4	-4
Nc1ccc(O)c(-c2nc3ccccc3s2)c1	-2	-2	-7.0	-106	-123	4	12	-10	-7	2
CN1C[C@@H]2C(c3ccc(C(F)(F)F)cc3)C3(c4ccc(C#N)cc4)CC2(C3)[C@H]1c1ccccc1 (stereo partly drawn)	2	1	-0.8	-1	0	-1	-9	1	-2	-15
CCc1ccc(NC(=O)c2sc3nc(C)nc(N4CCN(c5ccccn5)CC4)c3c2C)cc1	-5	2	0.4	0	-4	5	4	28*	10	6
CC1(C)CC(=O)C2=C(C1)N(c1ccc(F)cc1)C(=O)CC2c1ccsc1 (stereo not drawn)	-1	7	-0.2	3	-1	5	15	-6	4	3
OCC1(CCOc2ccccc2)CCN(Cc2ccc3cccc(F)c3n2)CC1	6	-8	0.1	3	-1	0	-3	2	-2	-20
Cc1ccc(N2CCN(C(=O)c3ccccc3Br)CC2)c(C)c1	9	2	0.4	5	-1	-4	10	3	-2	-10
CCOc1ccccc1NC(=O)CCNC(=O)c1ccc(Cl)cc1	4	5	0.0	2	-7	-3	-3	-2	0	2
CN(CC(=O)Nc1ccc(F)c(Cl)c1)S(=O)(=O)c1cccc2nsnc12	7	-9	-0.5	-2	3	3	-3	5	-2	5
Brc1ccc(OCCn2ccnc2)cc1	5	-12	-0.5	0	4	-1	13	2	-1	4
CN(Cc1ccccc1)C(=O)c1nc2ccccn2c1CNCCCOc1cccnc1	5	-4	0.2	1	-8	-6	-7	8	0	-2
Cc1cc(-c2nnc(CCC(=O)N(C)CCc3ccccc3)o2)no1	-4	8	-0.2	2	-8	-3	-3	0	2	-5
CCOc1ccc(C(=O)c2ccc([N+](=O)[O-])cc2Cl)cc1	5	12	0.6	8	1	-3	1	-5	3	-8
O=C(Nc1ccc(Cl)cc1)OCCN1CCOCC1	-10	10	0.7	-1	-1	2	3	3	3	-7
CCN(C(=O)COC(=O)CC1CCCCC1)c1c(N)n(Cc2ccccc2)c(=O)[nH]c1=O	-3	7	-0.6	2	-3	-4	4	-2	-1	-10
C=CCN(CC=C)S(=O)(=O)c1ccc(NC(=S)NC(=O)c2ccco2)cc1	-6	5	0.4	-1	1	-2	-7	-5	1	-1
CCN1C(=O)C(CC(=O)Nc2ccc(OC)cc2)N(CCc2ccc(F)cc2)C1=S (stereo not drawn)	7	-33	0.5	-1	-2	1	-4	3	1	-6
COC(=O)c1ccc(CNC(=O)COc2ccccc2Br)o1	-9	2	1.3	-2	-2	3	20	0	1	1
Cc1ccc(NC(=O)COc2ccccc2C=O)cc1Cl	-2	0	0.5	1	2	-2	10	2	-3	-9
Cc1c(C#N)c(O)[nH]c(=O)c1N=Nc1ccc(Br)cc1C(=O)O	-3	6	0.1	-3	-17	4	0	10	-6	-3
CC1(C)Oc2c(ccc(O)c2CN2CCOCC2)C2=C1CCCC2	-1	-12	-0.3	-1	-2	-8	-1	-2	1	-3
Cc1cccc(C)c1OCCNC(=O)C(=O)NCc1ccco1	0	4	0.4	-4	-3	6	15	8	2	-11
Clc1cc(Cl)cc(Nc2ccccc2CN(C/C=C/c2ccc3c(c2)OCO3)Cc2ccccc2)c1	6	11	-0.5	3	7	2	-2	-5	-1	-3
Cc1ccccc1-n1nnnc1SCc1ncc(-c2ccccc2)o1	5	-16	-0.2	2	-1	3	-2	1	0	0
COC(=O)CN(c1ccc2c(c1)OCCO2)S(=O)(=O)c1ccccc1	-6	0	0.0	-1	3	-11	2	-2	-1	5
O=C(/C=C/c1cccc([N+](=O)[O-])c1)NCc1ccccc1	4	0	0.4	1	0	3	-4	-7	1	16
COC(=O)C1=C(N)OC2=C(C(=O)CC(C)(C)C2)C1c1ccoc1 (stereo not drawn)	-2	3	0.2	-3	-3	6	15	1	-2	-2
COc1ccc(C(=O)Nc2ccc3c(c2)nc(CCNC(C)=O)n3C)cc1	2	0	-0.3	-1	3	3	5	-4	0	9
Nc1nc(-c2ccc([N+](=O)[O-])cc2)cs1	-3	18	0.3	5	-6	1	16	2	1	-6
Cc1cccc(NC(=O)C2CCCN(S(=O)(=O)c3cccc4nonc34)C2)c1 (stereo not drawn)	-8	5	0.0	3	3	-12	-3	-5	6	4
Cc1cc(NC(=O)Cn2nnc3sc4c(c3c2=O)CCC(C(C)(C)C)C4)no1 (stereo not drawn)	-6	-11	0.2	-8	-14	-2	-2	7	7	-4

Carrying on:
SMILES	Tn6 DDE FP	sPLA2-III inh	KLK7 zymogen act	PLC-gamma1 inh	PLCb3 inh	DDE Tn7 FP inh	ARFGAP1 inhibitor	NR1D1 modulator	UHRF1 binding	ASAP1 GAP inh
CCCCC(=O)NCCNC(=O)c1cc(OCC(F)(F)F)ccc1OCC(F)(F)F	-2	3	-0.6	2	1	6	8	-5	2	10
COc1cc(S(=O)(=O)n2nnc3ccccc32)c(OC)cc1Cl	7	-6	-0.9	-2	-2	3	4	-2	1	-3
C=CCN(CC#Cc1ccc(OC)cc1)CC=C	3	4	-0.8	-1	1	9	x	-6	0	x
O=C1CC(Sc2nnc(-c3ccccc3O)o2)C(=O)N1c1ccccc1 (stereo not drawn)	-1	5	1.9	-25	-23	5	-9	x	0	9
O=C(CCN1C(=O)C2C3C=CC(C3)C2C1=O)Nc1ccc2c(c1)OCO2 (stereo not drawn)	10	-5	-0.1	-1	1	-1	4	-4	-1	1
Cc1ccc(C(=O)NCC(=O)OC(C)C(=O)NCCC2=CCCCC2)cc1C (stereo not drawn)	0	2	-0.2	2	2	-6	0	-1	-3	16
COC(=O)c1cc(-c2cc(Cl)ccc2OC)c(=O)n2c1CCC2	-1	-2	1.2	-1	-4	-6	x	3	0	x

A draw from above in order of heavy-atom count, smallest number first:
SMILES	Tn6 DDE FP	sPLA2-III inh	KLK7 zymogen act	PLC-gamma1 inh	PLCb3 inh	DDE Tn7 FP inh	ARFGAP1 inhibitor	NR1D1 modulator	UHRF1 binding	ASAP1 GAP inh
COc1cc(S(=O)(=O)n2nnc3ccccc32)c(OC)cc1Cl	7	-6	-0.9	-2	-2	3	4	-2	1	-3
O=C(CCN1C(=O)C2C3C=CC(C3)C2C1=O)Nc1ccc2c(c1)OCO2 (stereo not drawn)	10	-5	-0.1	-1	1	-1	4	-4	-1	1
Cc1ccc(C(=O)NCC(=O)OC(C)C(=O)NCCC2=CCCCC2)cc1C (stereo not drawn)	0	2	-0.2	2	2	-6	0	-1	-3	16
CCCCC(=O)NCCNC(=O)c1cc(OCC(F)(F)F)ccc1OCC(F)(F)F	-2	3	-0.6	2	1	6	8	-5	2	10
